# PfG6PD inh: PfG6PD enzyme inhibitors, primary screen, biochemical, fluorescence intensity, uHTS. glucose-6-phosphate dehydrogenase-6-phosphogluconolactonase (Plasmodium falciparum 3D7). PfGluPho enzyme, NADPH resazurin-diaphorase fluorescence. inhibition, % at 20 µM. 350,000 tested, 0.78% active. AID 504690, 2011;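 active = inhibition reaching at least a set limit at 20 µM in the primary screen, cut at about 59% in these data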;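 also: 0% = DMSO wells with substrate and 100% = DMSO wells lacking glucose-6-phosphate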
# SENP8 block-1: SENP8 protease inhibitors, primary screen, biochemical, luminescence; AID 2540, 2010; 330,000 tested, 1.2% active; inhibition, % at 10 µM; purified SENP8, Z-RLRGG-aminoluciferin cleavage; in the data active = inhibition above about 50%
# Target sequence (Q96LD8 whole entry, looked up): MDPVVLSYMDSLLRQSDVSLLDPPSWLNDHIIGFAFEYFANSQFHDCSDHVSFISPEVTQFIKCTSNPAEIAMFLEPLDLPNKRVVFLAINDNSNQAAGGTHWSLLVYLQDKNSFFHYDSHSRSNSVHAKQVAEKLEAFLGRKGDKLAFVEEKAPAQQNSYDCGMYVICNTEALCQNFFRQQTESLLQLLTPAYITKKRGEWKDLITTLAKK
# HKDC1 inh: HKDC1 hexokinase inhibitors, primary screen, biochemical, fluorescence, uHTS | Q2TB90 | recombinant HKDC1, G6PDH/diaphorase resazurin coupled fluorescence | inhibition, % at 20 µM | 340,000 tested, 0.16% active | AID 493160, 2011;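 active = inhibition above about 35% when tested at 20 µM, limit read from the data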;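 also: plate controls were DMSO wells with enzyme for no effect and DMSO wells lacking enzyme for full effect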
#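 Assay system – recombinant HKDC1 (HK5) hexokinase enzyme, produced in-house · Input – HKDC1 at 5 µg/mL · Reagent – glucose plus 1 mM ATP as hexokinase substrates · Timing – 90 min reaction incubation at room temperature, dark · Measured by – G6PDH/diaphorase-coupled fluorescence, 1 mM NADP, 100 µM resazurin, 525/613 nm · Benchmarks – DMSO-enzyme wells negative, buffer-substituted wells positive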
# SENP8 block-2: human SENP8 protease inhibitors, primary screen, biochemical, fluorescence, Nedd8 protein substrate, uHTS; AID 602440, 2012; 360,000 tested, 0.64% active; recombinant SENP8; inhibition, % at 20 µM; Sentrin-specific protease 8 (Homo sapiens), Q96LD8; in the data active = inhibition mostly above about 40%, no sharp cut-off; inactive = mostly below about 27%
# SENP6 inh: SENP6 protease inhibitors, primary screen, biochemical, luminescence, uHTS. inhibition, % at 10 µM. Recombinant SENP6 catalytic domain, aminoluciferin luminescence. Sentrin-specific protease 6 (Homo sapiens), Q9GZR1. 330,000 tested, 1.8% active;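 active = inhibition above about 50% at the single tested dose, limit read from the data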;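 also: plate controls were DMSO wells with enzyme for no effect and DMSO wells lacking enzyme for full effect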
# SENP1 inh: human SENP1 catalytic domain inhibitors, primary screen, biochemical, FRET, uHTS; recombinant SENP1 catalytic domain, CyPet-SUMO1-YPet FRET cleavage; inhibition, % at 10 µM; 360,000 tested, 0.21% active;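 active = inhibition at least 30% at 10 µM, raw YFP signal under a set limit, fluorescence ratio 0.5 to 1.5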;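 also: 0% = enzyme with DMSO and 100% = no enzyme wells; some results filed as inactive read as strong as hits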
# Target sequence (Q9P0U3 419-644 limits assumed): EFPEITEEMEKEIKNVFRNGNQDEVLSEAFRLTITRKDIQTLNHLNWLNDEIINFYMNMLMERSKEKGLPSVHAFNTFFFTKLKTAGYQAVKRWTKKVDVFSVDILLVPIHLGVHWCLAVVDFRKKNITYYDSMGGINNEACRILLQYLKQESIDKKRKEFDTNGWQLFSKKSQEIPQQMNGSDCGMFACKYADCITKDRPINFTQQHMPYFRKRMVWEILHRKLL
#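 material = recombinant human SENP1 catalytic domain, His6-tagged | quantity = 20 pM enzyme | reagent = 25 nM SUMO1 FRET substrate | compound dosing = 10 µM single point, 0.5% DMSO | timing = 50 min enzyme reaction, room temperature, light-protected | detection = FRET, CFP and YFP emission | control set = no-enzyme low, enzyme-DMSO high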
# SENP7 inh: SENP7 protease inhibitors, primary screen, biochemical, luminescence, uHTS | Sentrin-specific protease 7 (Homo sapiens), Q9BQF6 | recombinant SENP7, Z-RLRGG-aminoluciferin luminescence, 40 min | inhibition, % at 5 µM | 330,000 tested, 1.5% active | AID 434973, 2010;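 active = inhibition above about 50% at the single test dose, limit read from the data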;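 also: plate controls were DMSO with enzyme for no effect and no enzyme buffer wells for full effect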
# Target sequence (Q9BQF6 706-1050 limits assumed): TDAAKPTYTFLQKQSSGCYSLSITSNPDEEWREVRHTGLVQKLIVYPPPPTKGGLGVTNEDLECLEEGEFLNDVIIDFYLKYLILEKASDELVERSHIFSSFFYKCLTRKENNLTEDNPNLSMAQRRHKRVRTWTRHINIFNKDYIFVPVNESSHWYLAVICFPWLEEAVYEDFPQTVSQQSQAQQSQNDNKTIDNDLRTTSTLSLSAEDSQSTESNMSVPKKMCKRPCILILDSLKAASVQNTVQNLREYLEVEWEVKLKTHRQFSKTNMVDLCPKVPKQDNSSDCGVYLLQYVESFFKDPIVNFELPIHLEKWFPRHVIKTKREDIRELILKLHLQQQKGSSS
# Apaf1 inhib: inhibitors of human Apaf-1 apoptosome, primary screen, biochemical, DEVD-Rh110 fluorescence, uHTS. Apoptotic protease-activating factor 1 (Homo sapiens), O14727. reconstituted apoptosome caspase-3 activity. inhibition, % at 20 µM. 330,000 tested, 0.71% active. AID 489030, 2010; active = inhibition of at least 40% at 20 µM;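 also: plate controls were DMSO wells for no effect and DEVD-CHO caspase inhibitor wells for full effect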
#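 Material: reconstituted apoptosome with Apaf-1, cytochrome c, caspase-9, procaspase-3, dATP; medium: pH 7.5 Hepes buffer with CHAPS, BSA, DTT; also added: cytochrome c and DEVD-Rh110 substrate; timing: 30 min plus 50 min, RT; signal: Rh110 fluorescence intensity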
# * marks the source's active call; other numbers are inactive results; . = no result given. Compounds were not picked by outcome; about 3.6% have a hit in one of these screens.
SMILES,PfG6PD inh,SENP8 block-1,HKDC1 inh,SENP8 block-2,SENP6 inh,SENP1 inh,SENP7 inh,Apaf1 inhib
Cc1ccc(S(=O)(=O)NCc2ccc(C(=O)NC3CC3)cc2)cc1,3,3,-10,11,0,3,9,3
O=C1C2C3C=CC(CC3)C2C(=O)N1c1cccc(Br)c1 (configuration not stated),3,1,-5,9,-7,3,-13,13
Cc1cc(Cn2nc(C(=O)NCc3cccs3)cc2-c2ccccc2)on1,9,-1,-4,12,-7,1,6,-3
O=S(=O)(Nc1nccs1)c1ccc(Cl)cc1,2,-5,-9,14,-11,-3,-11,-7
[O-]/C(=C(\C(=S)Nc1ccc(SC(F)F)cc1)[n+]1cccc(CO)c1)c1ccc(Cl)s1,5,-7,-8,26,-30,-18,-8,1
O=C(Nc1ccc2c(c1)CCC2)c1cnccn1,-2,35,-9,6,52*,0,47,-1
CC(/C=N/NC(=O)c1cccnc1)=C\c1ccco1,19,0,-9,-3,-22,-3,-16,2
COc1ccc2nc(SCc3nc(N)nc(Nc4ccccc4)n3)[nH]c2c1,-4,0,-3,-1,-5,-5,-5,-4
C[C@H](CO)N1C[C@H](C)[C@@H](CN(C)C(=O)NC2CCCCC2)Oc2ccc(NS(=O)(=O)c3cccs3)cc2C1=O,9,2,0,9,-9,1,-4,-12
C[n+]1ccc(CC2C(=[N+]([O-])[O-])C=Nc3ncnn32)cc1 (configuration not stated),10,.,-6,5,.,-10,.,.
OCC[C@H]1C[C@@H](O)[C@H](O)[C@@]2(CCc3ccccc3CO2)O1,-11,-10,-2,14,-18,2,-15,6
CC(C)CCN1C(=O)c2ccc(C(=O)Nc3cc(C(=O)O)cc(C(=O)O)c3)cc2C1=O,10,0,-3,0,2,-1,3,-1
O=[N+]([O-])c1ccc(Oc2c(F)c(F)nc(N3CCCC3)c2F)cc1,-11,-6,2,25,-8,-3,-3,7
CCN(C(=O)CN1CCN(c2ccccc2F)CC1)c1c(N)n(Cc2ccccc2)c(=O)[nH]c1=O,-10,7,-9,-6,1,-12,0,-12
O=C(O)CSCC(=O)NCc1cccc(C(F)(F)F)c1,-11,-15,0,15,-15,-1,-4,-5
Cc1n[nH]c(C)c1S(=O)(=O)N1CCN(S(=O)(=O)c2cccc(F)c2)CC1,-4,-1,-7,6,-5,1,-13,12
Cc1ccc(/C=C2\Oc3c(ccc(O)c3CN3CCN(CCO)CC3)C2=O)cc1,9,-3,2,-402,-3,-29,-5,-20
CCN(CC)c1ccc(NC(=O)C2=CCN(S(=O)(=O)c3ccc(F)cc3)CC2)c(C)c1,49,-17,-2,10,-8,-1,-7,23
COc1ccccc1NC(=O)COc1ccc(C(=O)NCc2ccccc2)cc1OC,6,6,1,2,11,0,5,12
COc1ccc(CNC(=O)Cc2ccc(NC(=O)C3=C(C)OCCS3)cc2)cc1,-16,-8,-2,7,1,3,3,-4

# Reprinted from the part before: 4 compounds, then new ones.
SMILES,PfG6PD inh,SENP8 block-1,HKDC1 inh,SENP8 block-2,SENP6 inh,SENP1 inh,SENP7 inh,Apaf1 inhib
Cc1ccc(/C=C2\Oc3c(ccc(O)c3CN3CCN(CCO)CC3)C2=O)cc1,9,-3,2,-402,-3,-29,-5,-20
CCN(CC)c1ccc(NC(=O)C2=CCN(S(=O)(=O)c3ccc(F)cc3)CC2)c(C)c1,49,-17,-2,10,-8,-1,-7,23
COc1ccccc1NC(=O)COc1ccc(C(=O)NCc2ccccc2)cc1OC,6,6,1,2,11,0,5,12
COc1ccc(CNC(=O)Cc2ccc(NC(=O)C3=C(C)OCCS3)cc2)cc1,-16,-8,-2,7,1,3,3,-4
O=C(COc1ccc2c(c1)oc(=O)c1ccccc12)NC(Cc1ccc(Cl)cc1)C(=O)O (configuration not stated),-11,-2,0,-183,-5,1,4,13
CCOC(=O)c1c(NC(=O)C2CCCO2)sc(C(=O)OC(C)(C)C)c1C (configuration not stated),63*,-4,-5,3,-9,-2,9,9
CCN(CC)CCOc1ccc(Br)cc1,-8,2,-10,9,0,1,4,-17
COC(=O)[C@@H]1C[C@@H]2CC[C@@H](O)C[C@@H]2N1Cc1ccc(C(F)(F)F)cc1,13,-12,5,-15,-6,-14,6,4
CCOC(=O)N1CCC(NC(=O)CS(=O)(=O)Cc2nc(-c3cccc(OC)c3)oc2C)CC1,-3,9,2,10,11,2,2,-6
CCCCNC(=S)N(C)/N=C/c1ccc(OCc2ccc(C(=O)OC)cc2)c(OC)c1,15,4,16,-303,12,1,6,13
Cc1cccc2c1CCCC2=O,-2,.,10,8,.,2,.,.
CC(=O)C1=C(C)Nc2ncnn2C1c1cccc(Br)c1 (configuration not stated),-9,-2,-1,6,8,-3,4,3
COc1cccc(C(=O)N/N=C(\C)c2ccc(NC(=O)Cc3ccccc3)cc2)c1OC,0,-2,-5,-81,-6,-1,-6,2
NS(=O)(=O)c1ccc(-c2ccc(/C=C3\NC(=S)NC3=O)o2)cc1,34,4,9,8,-4,-6,1,8
Cn1cnnc1SCC(C)(C)NS(=O)(=O)c1ccc(Cl)cc1,0,-4,3,9,-13,1,-10,4
CCc1ccc(C2CC(c3cccc(OC)c3)n3nc(N)nc3N2)cc1 (configuration not stated),16,-5,-5,9,-12,0,-5,5
Cc1occc1C(=O)N/N=C/c1ccc(-c2ccccc2)cc1,3,97*,0,18,99*,2,100*,14
O=C(NC1(C(F)(F)F)NC(=O)N(c2ccccc2)C1=O)c1cccs1 (configuration not stated),-14,-11,6,25,-13,-1,-9,5
Cc1cccc(CC2CC(=O)N(c3ccccc3)C2=O)c1 (configuration not stated),4,-1,-5,15,-4,-9,-5,3
CCNC(=O)c1ccccc1-c1nc(-c2ccccc2Cl)no1,7,-5,-2,10,8,-3,-5,-2
CC(C)=CC(=O)OCc1csc(CC(=O)Nc2ccccc2C)n1,5,-2,2,-16,10,-19,-3,9
C/C(=N\NC(=O)c1ccc(N/N=C(\C)c2ccc(O)cc2)cc1)c1ccc(O)cc1,5,1,-3,-460,-8,-58,0,-40
CC(C)CCn1c(Sc2nc3ccccc3o2)nc2c1c(=O)[nH]c(=O)n2C,39,9,-5,14,22,1,-4,-2
O=C(Nc1ccc(N2CCCC2)cc1)c1cc2ccccc2o1,19,6,-6,26,36,1,-10,19
COc1ccc2c(c1OC)C(=O)N(c1ncn[nH]1)C2,-9,-11,0,-115,-4,0,-7,-3
O=C(Cn1ncc(Cl)c(Cl)c1=O)NCC1CCCCC1,-4,.,-1,18,.,-1,.,.
O=C(COc1ccccc1Cc1ccccc1)NCCCN1CCOCC1,-5,-2,-3,13,-6,0,-3,-3
CCc1ccccc1NC(=S)N(CCCN(C)C)Cc1cc2cc3c(cc2[nH]c1=O)OCO3,6,0,-7,-362,-1,-1,3,12
Cc1ccccc1NC(=O)c1cccc2nccnc12,3,-16,12,20,18,-1,-6,2
C=C1CCN([C@H](C(=O)OCc2cccc(C)c2)C(C)C)S(=O)(=O)c2ccccc21,12,-17,3,11,-11,0,-20,22
CC(C)[C@H](NC(=O)Nc1ccc(Oc2ccccc2)cc1)C(=O)O,-16,-10,2,12,-3,0,0,-1
COc1cc2c(cc1OC)CN(C(=O)c1cc(Cl)nc(Cl)c1)CC2,-9,5,3,-3,9,-1,5,8
O=[N+]([O-])c1ccc(OCCCCN2CCc3ccccc3C2)cc1,4,-5,1,20,-16,2,-3,13
O=C(CCC1CCCCC1)NCc1ccccn1,-10,4,4,7,-6,0,1,-13
Cc1ccc(OCC(=O)N(C)CC(=O)N(CC(C)C)c2c(N)n(CC(C)C)c(=O)[nH]c2=O)c(C)c1,-2,4,-2,32,19,-1,-6,1
CCc1cccc(C)c1NC(=S)NCC1CCN(c2ccc(OC)cc2)C1 (configuration not stated),28,-7,4,13,-10,-5,-6,13
N#Cc1c(Cl)cccc1Oc1ccc(S(=O)(=O)Nc2ccccc2)cc1,11,-1,1,19,1,0,5,-2
Cn1c(CNC(=O)Cc2ccc3c(c2)OCO3)nnc1SCc1ccccc1,0,3,4,8,-6,-2,3,-2
CCNC(=O)c1ccc(NS(=O)(=O)c2ccccc2)cc1,-6,2,-7,0,-7,3,-2,-24
COc1ccc(C2=C(N)c3ccccc3C2=O)cc1,16,37,-1,23,54*,3,-26,-3
Cc1ccc(C(=O)COC(=O)CNC(=O)c2ccccc2)s1,-3,-2,-2,7,19,0,1,0
COc1ccccc1CNC(=O)CCNC(=O)N1CC(=O)Nc2ccccc21,0,-7,-5,6,0,2,-1,-2
CCCc1cc(=O)[nH]c(SCc2cc(Cl)ccc2OC(F)F)n1,-13,2,11,-4,-1,1,9,4
Cc1ccc(-c2[nH]c3ccccc3c2C(C[N+](=O)[O-])c2ccco2)cc1 (configuration not stated),33,-1,16,-1,6,0,-7,16
O=C(NCCC1=CCCCC1)C(=O)NCC(c1ccco1)N1CCN(c2ccc(F)cc2)CC1 (configuration not stated),-1,-8,-5,8,0,2,-1,9
CCOc1ccc(NC(=O)CSc2nc3ccccc3c(=O)n2CCCC(=O)NCC2CCCO2)cc1 (configuration not stated),-18,-14,-1,12,-10,3,-10,2
N=c1c(C(=O)NCC2CCCO2)cc2c(=O)n3ccccc3nc2n1C1CCCC1 (configuration not stated),-2,2,0,-304,-3,-19,2,1
N#Cc1c(N)oc(-c2ccco2)c1-c1ccco1,28,-2,0,-466,-11,17,5,6
O=C(Cn1c2ccccc2c(=O)c2cc([N+](=O)[O-])ccc21)Nc1ccccc1Cl,0,-8,-1,-59,-5,-23,-12,0
CCCCNC(=O)NNC(=O)COc1cccc(C)c1C,-6,4,2,14,-8,3,9,0
CCN(CC)C(=O)c1ccccc1NC(=O)c1ccccc1C,-5,-1,-9,-3,1,0,-1,-1
Cc1ccc(C(=O)NC(C#N)=C(Cl)Cl)cc1,1,-11,6,.,-7,.,-5,9
O=C1CN(C(=O)CNCc2cccc(Cl)c2)c2ccccc2N1,11,3,-9,37,-13,-4,-3,-23
CCn1c(NC(=O)c2ccco2)c(-c2ccccc2Cl)c(=O)c2ccccc21,-8,0,-8,16,-10,0,-1,-3

# More results follow:
SMILES,PfG6PD inh,SENP8 block-1,HKDC1 inh,SENP8 block-2,SENP6 inh,SENP1 inh,SENP7 inh,Apaf1 inhib
O=c1cc(CSc2nnc(-c3ccco3)o2)c2ccccc2[nH]1,4,0,3,16,-11,-2,-2,0
CCOC(=O)/C=C/[C@H]1Cc2ccccc2CO1,-5,-18,-8,-2,-16,2,-1,8
CC(C)(C)OC(=O)N/N=C\c1ccc([N+](=O)[O-])s1,10,10,-2,15,8,3,6,11
CC(NS(=O)(=O)c1ccccc1)C(c1cccs1)N1CCN(c2ccccc2)CC1 (configuration not stated),-7,-3,0,6,6,5,-4,11
